High-throughput results deposited in PubChem BioAssay by several laboratories.
PDI turbidity: PDI (human) enzyme inhibition. P07237. PDI insulin aggregation turbidity, A650, 90 min. inhibition, % at 10 µM. 0.052% of 350,000 active. AID 588391;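 active = mean inhibition across replicates of 30% or more, whatever share of single replicates reach that level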;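 also: absorbance from insulin aggregation driven by PDI reduction with DTT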
Target sequence (P07237 whole entry, looked up): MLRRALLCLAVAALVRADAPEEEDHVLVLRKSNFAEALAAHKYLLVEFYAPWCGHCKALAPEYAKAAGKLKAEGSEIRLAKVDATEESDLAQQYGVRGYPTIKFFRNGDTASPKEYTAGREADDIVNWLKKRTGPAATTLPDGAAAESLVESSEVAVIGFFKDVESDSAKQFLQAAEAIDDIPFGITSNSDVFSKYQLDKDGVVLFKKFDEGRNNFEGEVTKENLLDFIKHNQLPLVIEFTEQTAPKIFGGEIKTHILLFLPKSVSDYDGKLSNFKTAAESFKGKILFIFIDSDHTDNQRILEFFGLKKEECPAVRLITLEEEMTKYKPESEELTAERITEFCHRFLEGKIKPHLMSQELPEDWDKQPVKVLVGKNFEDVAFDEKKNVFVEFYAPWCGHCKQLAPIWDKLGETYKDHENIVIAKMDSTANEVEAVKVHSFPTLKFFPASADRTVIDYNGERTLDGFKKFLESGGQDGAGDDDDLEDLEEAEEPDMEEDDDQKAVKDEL
iPSC survival up: hiPSC single-cell survival enhancement; AID 602274; 0.044% of 360,000 active; survival enhancement, % at 20 µM; ATPlite luminescence; 100% = ROCK inhibitor wells, 0% = DMSO; in the data active = survival enhancement above about 18%;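 also: cells exposed to compounds for 16 hours before the ATP read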
Peg3 promoter: Peg3 promoter activity inhibition. inhibition, % at 20 µM. HeLa PEG-Prom luciferase reporter, luminescence, overnight. AID 588405. 1.7% of 360,000 active;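 active = inhibition of at least 50% at 20 µM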
NR2E3 ag-1: agonists of human NR2E3 nuclear receptor; inhibition of corepressor binding, % at 3.98 µM; CHO-S Gal4-NCOR/VP16-NR2E3 two-hybrid, luciferase; 0.35% of 360,000 active; Q9Y5X4; AID 602229;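 active = inhibition above the mean of all tested compounds plus 3 SD, cut at about 70% in these data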;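 also: 0% = DMSO with NR2E3 transfected cells and 100% = cells lacking NR2E3 construct; higher means lower luciferase signal from less NR2E3 corepressor binding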
Target sequence (Q9Y5X4 whole entry, looked up, the tested form may be a part): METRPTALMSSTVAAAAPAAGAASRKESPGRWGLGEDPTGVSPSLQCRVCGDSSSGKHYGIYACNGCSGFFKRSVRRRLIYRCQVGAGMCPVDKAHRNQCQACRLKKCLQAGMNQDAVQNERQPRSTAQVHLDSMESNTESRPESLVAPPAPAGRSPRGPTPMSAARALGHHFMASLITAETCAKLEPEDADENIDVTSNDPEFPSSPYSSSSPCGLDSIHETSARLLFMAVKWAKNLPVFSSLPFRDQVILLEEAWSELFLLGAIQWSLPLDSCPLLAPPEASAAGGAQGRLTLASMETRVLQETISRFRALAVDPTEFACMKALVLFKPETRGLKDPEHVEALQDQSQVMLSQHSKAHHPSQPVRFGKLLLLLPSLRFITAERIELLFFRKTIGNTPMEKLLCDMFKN
Shn3 3UTR inh: inhibitors of Schnurri-3 3'UTR reporter in osteoblasts; Clone20 osteoblast Shn3 3'UTR firefly luciferase, 24 h; inhibition, % at 12.5 µM; 0.52% of 360,000 active; AID 588674;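 active = mean inhibition of at least 75% with every replicate also reaching 75%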;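 also: 0% = median of neutral control wells and 100% = pilot-screen positive control compound; some compounds past the cut are filed as inactive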
MITF TRPM1 inh: MITF TRPM1 promoter inhibition in SK-MEL-5 cells. SK-MEL-5 TRPM1 promoter luciferase, 24 h. inhibition, % at 12.5 µM. 0.83% of 330,000 active. AID 488899;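 active = mean inhibition across replicates of 60% or more, whatever share of single replicates reaches that level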; also: values of inactives mirror those of a sister screen read the other way
HIF-2a block: HIF-2a inhibition; 786-0 RCC cells HIF-2a reporter, luciferase luminescence, overnight; inhibition, % at 18.8 µM; 0.72% of 360,000 active;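 active = inhibition of the luminescence signal of 40% or more relative to plate controls, in a single-dose primary screen at 18.75 µM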
Cardio protect: protects H9c2 cardiomyocytes from peroxide injury; 0.63% of 360,000 active; AID 588492; protection from H2O2 cell death, % at 20 µM; H2O2 injury protection, ATPLite, 2 h;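 active = compounds giving at least 50% protection of heart cells from peroxide-induced death in the single-dose screen, raw or plate-pattern-corrected value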;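 also: 0% = DMSO wells with peroxide and 100% = DMSO wells without peroxide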
CaV13 FRET inh: Disruptors of the CACNA1D IQ motif to Ca2+-dependent inactivation inhibitor domain association, primary screening, Förster resonance energy transfer in intact living …; HEK cells, CFP/YFP FRET ICDI-IQ, plate reader, 10 min; percent FRET-ratio fall versus neutral wells; inhibition, % at 12.3 µM; 0.098% of 340,000 active;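 active = mean replicate inhibition of at least 30% and at least 1% of replicates passing that level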;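 also: 0% = median of the neutral control wells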
m5-HT2A agonist: activates the mouse 5-HT2A serotonin receptor; P35363; CHO-K1 mHTR2A beta-arrestin complementation, luminescence; percent of 30 µM serotonin response; activation, % at 7.6 µM; 0.66% of 360,000 active; AID 624169;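 active = activation above a run cutoff, the mean activation of all tested compounds plus 3 SD, cut at about 14% in these data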;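 also: 0% = plate median of compound wells and 100% = 30 µM serotonin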
NR2E3 ag-2: NR2E3 (human) agonism; Q9Y5X4; GST-NR2E3/biotin-RetCOR TR-FRET, 1536-well; inhibition of corepressor binding, % at 4.78 µM; 0.12% of 320,000 active; AID 2300;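 active = percent inhibition above the cutoff of mean plus 3 SD of all tested compounds, set per screening campaign, cut at about 20% in these data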;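 also: 0% = DMSO wells and 100% = biotin wells as full block of FRET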
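Material: NR2E3–RetCOR corepressor complex / Incubation: Compound–protein incubation for 5 h at 4 °C / Dosing: compound at 4.8 µM, single dose / Detection: time-resolved FRET / Benchmarks: high control biotin, low control 0.6% DMSO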
* hit, by the source's call; nt = not tested or not shown.

Results follow in this order: NR2E3 ag-2	PDI turbidity	CaV13 FRET inh	HIF-2a block	Peg3 promoter	Cardio protect	NR2E3 ag-1	m5-HT2A agonist	Shn3 3UTR inh	MITF TRPM1 inh	iPSC survival up
> Cc1ccc(O)c(CNc2ccccn2)c1
    -2	-5	nt	-71	-64	1	-38	-3	-30	-32	2.5
> COc1ccc(N/C=C/C(=O)c2ccccc2)cc1
    -1	0	19	-55	-36	-18	-99	-1	6	14	-0.7
> CC(C)N1CCc2c(sc(NC(=O)c3ccco3)c2C(N)=O)C1
    0	-11	nt	-34	-29	1	-8	-1	-3	-18	0.5
> COC(=O)c1cc(S(=O)(=O)Nc2nn(C)c3ccccc23)oc1C
    3	-1	-5	8	5	4	-8	-4	-7	9	6.6
> Nc1ccc(-c2nnc(-c3ccccc3)o2)cc1
    5	0	-4	-181	-340	-11	-106	2	-40	-38	-0.3
> Cc1ccc(OCc2cn3cccnc3n2)cc1
    -2	0	-14	-131	-131	-3	-50	3	-28	-13	-1.3
> CCC1(c2ccc(Cl)cc2)NC(=O)N(CC(=O)N2CCN(C(=O)c3ccco3)CC2)C1=O (stereo unspecified)
    nt	10	-6	5	8	-5	17	-3	9	13	-3.1
> CCC1S/C(=N\S(=O)(=O)c2cccs2)N(C2CCCCC2)C1=O (stereo unspecified)
    1	4	-7	2	3	-13	-1	0	9	-6	-2.1
> CC(=O)NC12CC3CC(C1)CC(C(=O)N(C)CC(=O)Nc1cccc(F)c1)(C3)C2
    4	-10	-13	11	0	-3	-23	7	-2	-4	-0.5
> CN(Cc1ccccc1)C(=O)CCCn1c(=O)[nH]c2cc(Cl)ccc2c1=O
    0	0	-3	18	15	-13	1	3	3	0	0.3
> CN1CCN(c2ccc(CNC(=O)C3Cc4c(-c5ccc6c(c5)OCO6)ccnc4O3)cc2)CC1 (stereo unspecified)
    nt	4	-7	4	-2	-2	11	-10	-9	nt	2.5
> Cc1ccc(N(CC(=O)NC(C)C)C(=O)CCC(=O)Nc2nccs2)cc1
    3	-10	-20	-14	-72	1	-24	1	-12	14	1.2
> CCOc1ccc(N(C)S(=O)(=O)c2cc(-c3cc(C)no3)ccc2C(C)C)cc1
    7	3	-6	9	20	-12	-49	4	83	7	0.2
> CCN1CCN(c2cc(C)c3cc(NC(=S)NCc4cccs4)ccc3n2)CC1
    1	2	7	-9	28	8	3	-13	26	-4	0.9
> Cn1c(O)c(C2=c3ccccc3=NC2=O)sc1=Nc1ccc(Cl)cc1
    3	1	-6	-125	-85	9	-20	5	-18	-54	-2.8
> O=C(Nc1ccc2c3c(cccc13)CC2)c1ccccc1
    nt	-5	-18	-167	-133	-3	-101	-3	-31	nt	12
> CCN(CC)c1ccc(CN(C(=O)c2cccs2)C2CCS(=O)(=O)C2)cc1 (stereo unspecified)
    3	-3	-7	15	8	-4	-1	7	7	-5	-0.4
> Cc1ccc(NC(=O)CSc2nnc(C)c(=O)[nH]2)cc1C
    1	-4	-5	15	30	4	-17	-3	-4	10	0.1
> CCOc1ccc(NC(=O)CN2C(=O)S/C(=C/c3cccn3C)C2=O)cc1
    7	-1	-10	11	17	-9	-13	-4	-7	-4	-0.8
> Cc1cc(CNC(=O)c2cccc([N+](=O)[O-])c2C)c2ccccc2n1
    3	-4	6	22	32	-23	49	1	68	17	0.0

Later entries
Results follow in this order: NR2E3 ag-2	PDI turbidity	CaV13 FRET inh	HIF-2a block	Peg3 promoter	Cardio protect	NR2E3 ag-1	m5-HT2A agonist	Shn3 3UTR inh	MITF TRPM1 inh	iPSC survival up
> CC1CCCCC1NC(=O)COc1ncnc2sccc12 (stereo unspecified)
    -5	-5	-6	6	-5	7	12	8	0	0	-0.3
> COc1ccc2c(c1)CC/C(=C\c1ccc(C)o1)C2=O
    1	5	-6	-407	-320	-10	-65	-5	-102	-86	-0.2
> Cc1c(NC(=O)C2Cc3ccccc3CN2C(=O)c2ccco2)c(=O)n(-c2ccccc2)n1C (stereo unspecified)
    0	1	nt	8	-3	-1	-30	-3	nt	5	-1.8
> N/C(Cc1ccc([N+](=O)[O-])cc1)=N\OC(=O)CC1CCCCC1
    -2	-7	-18	18	-40	-7	-19	3	1	13	0.1
> CC(C)(C)c1ccc(S(=O)(=O)N2CCC(CO)(CC3CCCCO3)CC2)cc1 (stereo unspecified)
    0	0	-7	14	20	-18	8	5	19	1	-0.7
> COc1ccc(C2(c3ccc(OC)cc3)NC(=O)N(CC(=O)Nc3cc(C)on3)C2=O)cc1
    nt	-10	-5	19	13	4	-1	11	-3	13	-2.4
> Cc1ccc(S(=O)(=O)N2CCN(CC(=O)Nc3ccc(N4CCOCC4)cc3)CC2)cc1C
    6	8	-5	16	3	-4	7	-2	5	5	0.1
> COc1ccc(N2C(=O)C3CCCN3C2=S)cc1 (stereo unspecified)
    -2	-5	-2	-3	-3	-1	-10	1	5	6	0.2
> CCCn1c(N)c(N(CCOC)C(=O)c2ccc(N(C)S(=O)(=O)c3ccc(C)cc3)cc2)c(=O)[nH]c1=O
    0	6	-5	10	9	4	17	0	-11	-2	0.1
> O=C(Nc1ccc(S(=O)(=O)N2CCCC2)cc1)C1CC(=O)N(CCc2ccc(F)cc2)C1 (stereo unspecified)
    4	-3	-2	11	9	6	-3	3	11	-4	-2.7
> O=C(CSc1ccc2nnc(-c3cccnc3)n2n1)Nc1ccccc1
    0	4	-10	11	2	-2	-25	14	-3	2	-0.5
> CC(C)NC(=O)CSc1nc(N)c(NC(=O)c2ccccc2F)c(=O)[nH]1
    0	4	-3	15	19	3	-23	3	16	5	-0.4
> COc1ccc(N2CC(C(=O)N/N=C/c3cccs3)CC2=O)cc1 (stereo unspecified)
    0	2	2	10	4	-6	4	-1	9	-12	-1.3
> CC(C)OCC1CC(CC(=O)NC(=S)Nc2cccc([N+](=O)[O-])c2)C(=O)O1 (stereo unspecified)
    -1	-1	-8	-13	16	5	-25	1	10	17	7.6
> COc1ccc(-n2c(C)nc3c(cnn3-c3ccc(Cl)cc3)c2=O)cc1
    3	-4	-4	-39	-16	-19	37	-2	65	12	1.3
> CN(C)S(=O)(=O)N1CCN(C(=O)c2cccc(Br)c2)CC1
    -1	1	nt	-14	12	-1	2	4	20	8	-0.5
> O=c1[nH]c(/C=C/c2ccccc2Cl)c([N+](=O)[O-])c(=O)[nH]1
    nt	2	-2	11	-7	0	-10	-5	-7	-3	0.0
> O=C(NCc1ccccc1)C(=O)NCC1COc2ccccc2O1 (stereo unspecified)
    -2	5	nt	-5	15	3	-117	-1	2	19	1.1
> COc1ccccc1Nc1nc(N)nc(CN2CCN(Cc3ccccc3)CC2)n1
    -5	-1	-3	16	9	5	1	6	39	1	3.8
> CCn1cc(C(=O)N(CCC(C)C)c2c(N)n(Cc3ccccc3)c(=O)[nH]c2=O)c(=O)c2ccc(C)nc21
    -4	-6	nt	16	24	-4	-4	2	-2	17	1.1

Continuation.
Results follow in this order: NR2E3 ag-2	PDI turbidity	CaV13 FRET inh	HIF-2a block	Peg3 promoter	Cardio protect	NR2E3 ag-1	m5-HT2A agonist	Shn3 3UTR inh	MITF TRPM1 inh	iPSC survival up
> C=CCOc1ccccc1CN1CCCN(C)CC1
    1	-11	-2	12	-3	7	-13	-2	-13	-4	0.8
> O=C(Nc1ccccc1C(F)(F)F)c1cc(-c2ccc(O)cc2)on1
    -3	4	-5	-279	-273	-17	-76	0	-14	-67	-1.5
> COc1ccc(OC)c(NC(=O)CCNC(=O)c2ccco2)c1
    8	6	-5	11	5	0	-24	1	-12	10	-0.4
> NC(N)=Nc1ccc(N=C(N)N)cc1
    nt	8	-19	16	14	-5	-12	-1	0	-19	1.1
> CCn1cc(C(=O)N[C@@H](C)C(=O)NCCCn2ccnc2)c(=O)c2cc3c(cc21)OCO3
    -2	-3	-15	-3	-15	6	-23	6	-1	4	0.2
> O=C(CN(c1cccc(Br)c1)S(=O)(=O)c1ccccc1)N/N=C/c1cc([N+](=O)[O-])ccc1O
    -4	0	-2	11	31	37	20	-17	-1	3	0.4
> CCOc1ccc(S(=O)(=O)N2CCC(C(=O)NCCc3ccccc3)CC2)cc1
    -2	-62	-6	11	11	-4	7	0	8	2	0.1
> O=[N+]([O-])c1c(O)c(Cl)cc(Cl)c1Cl (tested in a mixture with another compound)
    nt	10	-8	1	11	-9	41	5	-5	5	-0.5
> Cc1ccc(NC(=O)C2CCN(C(=O)NCc3ccccc3)CC2)cc1C
    0	2	-7	10	15	2	-4	2	4	12	0.1
> COc1cccc(C(=O)CC(=O)C(=O)Nc2cc(Cl)c(OC)cc2OC)c1
    -2	-3	-4	-12	2	-2	-5	-3	nt	-6	-0.3
> COc1ccc(-c2oc(=O)c3cc(OC)c(OC)cc3c2C#CC2(O)CCCCC2)cc1
    nt	-6	1	-1	-3	9	3	5	-71	-3	2.7
> CCCCNC(=O)C[C@@H]1C[C@@]2(C(=O)OCC)CCC=C2N(Cc2ccccc2)C1=O
    nt	nt	-6	5	nt	nt	-4	1	nt	nt	0.1
> CC1CCc2c(sc3nc(CN4CCN(S(=O)(=O)c5ccccc5[N+](=O)[O-])CC4)[nH]c(=O)c23)C1 (stereo unspecified)
    6	2	-4	7	10	-6	-1	2	0	-5	1.7
> O=C(COC(=O)c1cccc(S(=O)(=O)N2CCOCC2)c1)NCCc1ccccc1
    0	-2	-6	10	6	5	15	-4	-30	-7	-0.2
> O=C(CSc1nnnn1-c1cccc2c1CCCC2)N1CCOCC1
    1	-1	-8	3	14	-3	6	-2	5	2	-0.5
> O=Cc1cccn1-c1ccccc1
    3	nt	nt	0	-2	1	-30	2	-1	6	-2.1
> CCn1cc(CN2CCC(Oc3ccc(C(=O)N4CCCCC4)cc3)CC2)cn1
    1	3	-5	11	12	2	-22	-3	11	7	-0.4
> C=CCOc1ccc2c(c1)CCC1C2CCC2(C)C(O)C(O)CC12 (stereo unspecified)
    nt	-3	-10	-222	-200	-7	-34	0	-24	-15	0.5
> COc1ccc(CCNC(=O)c2ccc(Cl)c(S(=O)(=O)N3CCCCCC3)c2)cc1
    1	3	-3	14	27	-13	42	-4	74	38	1.5
> CCCSc1nc2c3c(sc2c(=O)[nH]1)CC(C)(CC)OC3 (stereo unspecified)
    -1	1	-5	-8	6	-2	-4	4	2	-11	-1.9

In the list so far, two contain bromine.
Results follow in this order: NR2E3 ag-2	PDI turbidity	CaV13 FRET inh	HIF-2a block	Peg3 promoter	Cardio protect	NR2E3 ag-1	m5-HT2A agonist	Shn3 3UTR inh	MITF TRPM1 inh	iPSC survival up
> CN(C)S(=O)(=O)N1CCN(C(=O)c2cccc(Br)c2)CC1
    -1	1	nt	-14	12	-1	2	4	20	8	-0.5
> O=C(CN(c1cccc(Br)c1)S(=O)(=O)c1ccccc1)N/N=C/c1cc([N+](=O)[O-])ccc1O
    -4	0	-2	11	31	37	20	-17	-1	3	0.4

The order is random; 3.9% or so of the library scored in one or more.
